CHT allo act = allosterically activates the human high affinity choline transporter | Q9GZV3 | CHT-expressing cells, membrane potential dye, choline EC20; stronger effect = higher value; LV-AA mutant CHT in HEK293 cells | B-score at 10 µM | 310,000 compounds, 0.49% hits | AID 488977;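 active = initial fluorescence not abnormally high and integrated response B-score, plate-corrected, over 3 SD above library mean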
Target sequence (Q9GZV3 whole entry, looked up): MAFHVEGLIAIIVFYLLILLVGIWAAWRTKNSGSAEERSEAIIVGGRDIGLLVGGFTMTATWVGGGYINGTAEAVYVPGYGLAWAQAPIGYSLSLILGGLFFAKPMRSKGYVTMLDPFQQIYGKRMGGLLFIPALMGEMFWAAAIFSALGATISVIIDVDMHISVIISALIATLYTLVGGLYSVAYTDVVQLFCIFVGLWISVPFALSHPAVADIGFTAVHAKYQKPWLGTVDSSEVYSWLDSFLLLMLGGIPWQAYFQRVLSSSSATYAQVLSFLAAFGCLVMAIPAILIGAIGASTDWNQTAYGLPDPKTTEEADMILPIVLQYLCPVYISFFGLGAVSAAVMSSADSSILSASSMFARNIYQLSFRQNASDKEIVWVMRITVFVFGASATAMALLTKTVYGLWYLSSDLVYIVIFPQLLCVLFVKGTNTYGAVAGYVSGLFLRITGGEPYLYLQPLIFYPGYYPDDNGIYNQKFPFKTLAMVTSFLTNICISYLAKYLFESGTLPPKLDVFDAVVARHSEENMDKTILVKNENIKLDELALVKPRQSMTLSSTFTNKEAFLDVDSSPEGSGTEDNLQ
OX1R antagonist = antagonists of human orexin 1 receptor; O43613; CHO/OX1R cells, Fluo-8 calcium fluorescence, orexin A; inhibition, % at 5 µM; 330,000 compounds, 0.43% hits;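 active = inhibition above its plate's threshold, mean inhibition of all tested compounds on the plate plus 3 SD, cut at about 37% in these data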;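 note: 0% = orexin A challenge wells and 100% = SB-334867-A antagonist wells; not every result past the cut was called active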
Target sequence (O43613 whole entry, looked up): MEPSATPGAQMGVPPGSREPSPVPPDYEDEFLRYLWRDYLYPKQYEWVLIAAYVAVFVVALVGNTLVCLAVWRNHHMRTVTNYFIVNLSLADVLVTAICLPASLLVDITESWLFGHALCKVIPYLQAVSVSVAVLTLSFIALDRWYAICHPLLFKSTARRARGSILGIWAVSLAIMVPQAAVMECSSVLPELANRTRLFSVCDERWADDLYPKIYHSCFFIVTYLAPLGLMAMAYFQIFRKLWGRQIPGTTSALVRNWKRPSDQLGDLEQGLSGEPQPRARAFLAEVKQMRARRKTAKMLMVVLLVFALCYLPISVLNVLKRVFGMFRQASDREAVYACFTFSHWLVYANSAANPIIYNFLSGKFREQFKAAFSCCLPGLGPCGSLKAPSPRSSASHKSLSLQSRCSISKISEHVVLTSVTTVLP
Active calls of the source: *; i = inactive; / = not tested or not shown.

SMILES	CHT allo act	OX1R antagonist
CN(CC(=O)Nc1ccc(N2CCOCC2)cc1)CC(=O)Nc1ccccc1[N+](=O)[O-]	i	-19
O=C(/C=C/c1ccccc1)Nn1cnc2ccccc2c1=O	i	-7
C/C(=N\NC(=O)C1(C)NC(C)(C)Cc2ccccc21)c1ccccc1 (configuration not stated)	i	-12
Cc1cccc(NC(=S)N(CCCN2CCOCC2)C(C)c2cc3ccccc3o2)c1 (configuration not stated)	i	-19
C/C(=N\NC(=O)c1cc(C2CC2)nc2ccccc12)c1ccc(O)cc1O	i	-18
CCN(CC)C(NC(=O)Cc1ccccc1)C(Cl)(Cl)Cl (configuration not stated)	i	-18
COc1ccc(NC(=O)CSc2nnc(Cc3cccn3C)n2CCc2ccccc2)c(OC)c1	i	-2
Cc1cccc(-c2nnc(SCC#N)n2-c2ccccc2)c1	i	-19
CCN(CC)CCNC(=O)C(=O)Nc1cc2c3c(c1)CCN3C(=O)CC2	i	-17
COCCN(C(=O)COC(=O)CCc1nc2ccccc2s1)c1c(N)n(Cc2ccccc2)c(=O)[nH]c1=O	i	-4
Cc1ccc(C)c(N(C)S(=O)(=O)c2cccc3nsnc23)c1	i	-19
Cc1ccc(N2C(=S)NC3c4ccccc4OC2(C)C3C(=O)N(C)C)cc1 (configuration not stated)	i	-23
Cc1cccc(OCC(=O)OCC(=O)Nc2ccc(Cl)cn2)c1	/	-11
COc1ccc(-c2csc(NC(=O)c3ccc(OCC(=O)N4CCOCC4)c(OC)c3)n2)cc1OC	i	-13
CC(=O)C1=C(C)NC(=O)NC1c1ccccc1OCC(=O)NCCc1ccccc1 (configuration not stated)	i	-14
COc1ccc(-n2c(=S)[nH]c3cc(C(=O)Nc4ccc(OC)c(OC)c4)ccc3c2=O)cc1	i	0
Nc1c(C(=O)NCC2CCCO2)sc(=S)n1-c1ccccc1 (configuration not stated)	i	-8
CC1CC(C)CN(CCCNC(=O)c2csc3c2CCCC3)C1 (configuration not stated)	i	-36
Cc1cc(C)c(NS(=O)(=O)c2ccc3c(c2)NC(=O)C(C)C(=O)N3)c(C)c1 (configuration not stated)	i	-10
CCCSc1nsc(SCCC)c1C(N)=O	i	-10
N#CCn1c(C2CCCCC2)nc2ccccc2c1=O	i	-43
CCOc1ccc(/C=N/NC(=O)C2CC2)cc1OC	i	-10
Cc1c(NC(=O)CCCCCN2C(=O)c3ccccc3C2=O)c(=O)n(-c2ccccc2)n1C	i	-11
CCCCOc1cccc(C(=O)Nc2ccc(NC(=O)c3cccs3)cc2)c1	i	-24
NC(=O)CSC1=Nc2ccccc2C2=NC(CCC(=O)NCc3ccc(F)cc3)C(=O)N12 (configuration not stated)	i	-6
Cc1ccc(NC(=S)NCCc2ccccc2)c(C)c1	i	-28
OC(c1ccccc1)(c1ccc(F)cc1)C(c1ccccc1)N1CCOCC1 (configuration not stated)	i	3
O=Cc1cccc2ccc3cccc(C(=O)O)c3c12	i	-14
O=c1oc(-c2ccccc2NS(=O)(=O)c2ccc(Cl)cc2)nc2ccccc12	i	-30
CCc1nnc(NC(=O)CCC(=O)NCCc2ccc(OC)c(OC)c2)s1	i	0
CCn1c(=O)c2ccccc2n(Cc2ccccc2C)c1=O	i	-28
CCN1C(=O)N[C@@H](c2ccccc2)[C@H](C(C)=O)[C@H]1C	i	-10
Cc1cc(-c2ccc(N=Nc3c(S(=O)(=O)O)cc4cc(S(=O)(=O)O)cc(N)c4c3O)c(C)c2)ccc1N=Nc1c(S(=O)(=O)O)cc2cc(S(=O)(=O)O)cc(N)c2c1O	i	5
Cc1nn(CC(=O)NCCCN2CCCC2=O)c(C)c1[N+](=O)[O-]	/	0
O=C(NCc1ccc(Cl)cc1)c1ccc(CSc2nc3ccncc3[nH]2)cc1	i	-19
CCCCOc1ccccc1NC(=O)CC1Nc2ccccc2NC1=O (configuration not stated)	i	-15
COc1ccc(-c2n[nH]c(C)c2-c2cc(OC)ccc2O)cc1	i	-19
Cc1cc(Oc2cnn(C(C)(C)C)c(=O)c2Cl)cc(C(C)C)c1	i	-40
Cc1ccc(NC(=S)N/N=C2\CC(C)(C)Oc3ccc(O)cc32)cc1	i	-18
Cc1ccc(CC(=O)N(C)CC(=O)N(CC(C)C)c2c(N)n(CC(C)C)c(=O)[nH]c2=O)cc1C	i	-1
O=C(COC(=O)Cc1ccsc1)Nc1ccc(Br)cc1F	/	18
Cc1ccc(CNC(=O)COc2ccccc2-c2ccccc2)cc1	i	-35
O=C(O)c1cc2c(o1)CCC/C2=N\O	i	1
O=C(NCc1ccccc1)C1Nc2ccc(OC(F)(F)F)cc2C2C=CCC12 (configuration not stated)	i	-27
CNC(=S)NNC(=O)CCn1nc(C)c(Br)c1C	i	-14

One compound at a time, from the list above. Screens in order: CHT allo act, OX1R antagonist
O=C(COC(=O)Cc1ccsc1)Nc1ccc(Br)cc1F is entered as /, 18
Cc1cc(Oc2cnn(C(C)(C)C)c(=O)c2Cl)cc(C(C)C)c1 is entered as i, -40
Cc1nn(CC(=O)NCCCN2CCCC2=O)c(C)c1[N+](=O)[O-] is entered as /, 0
CCCCOc1ccccc1NC(=O)CC1Nc2ccccc2NC1=O (configuration not stated) is entered as i, -15
COc1ccc(-c2n[nH]c(C)c2-c2cc(OC)ccc2O)cc1 is entered as i, -19

Continued:
SMILES	CHT allo act	OX1R antagonist
CCc1ccc(NC(=O)N2CCN(c3ccccc3)CC2)cc1	i	-15
CCCCOP(=O)(OCCCC)C1(NS(=O)(=O)c2ccccc2)C=CC(=O)c2ccccc21 (configuration not stated)	i	-4
CCCn1c(N)c(N(CCOC)C(=O)c2ccccc2F)c(=O)[nH]c1=O	i	-10
Cc1cc(C)c2c(CC(=O)NCc3ccco3)coc2c1	i	-16
COc1ccccc1C1/C(=C(/O)c2ccc(Cl)cc2)C(=O)C(=O)N1CCN1CCOCC1 (configuration not stated)	i	1
COc1ccc(N(C(=O)c2ccco2)S(=O)(=O)c2ccc(F)cc2)cc1	i	-34
CCC(C)NC(=O)c1ccc(C2SCC(=O)N2Cc2ccccc2)cc1 (configuration not stated)	i	-51
C[C@H](CO)N1C[C@H](C)[C@@H](CN(C)C)Oc2c(NC(=O)CCCCCC(=O)Nc3ccccc3N)cccc2C1=O	/	-25
CCCCN(C)CCCNC(=O)c1cc(Nc2ccc(OC)c(OC)c2)nc2ccccc12	i	-24
OC(C#CCN1CCCC1)(c1ccccc1)c1cccc(F)c1 (configuration not stated)	i	-24
Cc1c(C(=O)O)cnc2cc(-c3ccc(Cl)cc3)nn12	i	-11
CN(C)C(=O)CN1C(=O)C2CCCCN2C(=O)c2ccccc21 (configuration not stated)	i	7
COc1cccc(-c2nnc(SCC(=O)N3CC(C)CC(C)C3)o2)c1 (configuration not stated)	i	-37
Cc1ncc(S(=O)(=O)c2ccc(Cl)cc2)c(N)n1	i	-3
COc1ccccc1NC(=O)N1CCN(c2ccccn2)CC1	i	0
CN(CC(=O)Nc1ccccc1Br)C(=O)c1ccccc1-c1nc2ccccc2s1	i	3
CC(NC(N)=O)C(=O)NCC(=O)OCc1ccccc1 (configuration not stated)	i	-15
CN(C)C(=O)CCc1ccc2c3c([nH]c2c1)[C@]1(CCC2CCCC2)[C@@H](C(=O)N2CCOCC2)C[C@H](CC(=O)NCc2cccc(C(F)(F)F)c2)C(=O)N1CC3	/	-42
O=c1[nH]c(Cn2nnc(-c3ccccc3)n2)nc2scc(-c3ccccc3)c12	i	-26
CC1(C)CC2(CCO1)N1CC3(C)CN2CC(C)(C1)C3O (configuration not stated)	i	-18
N#Cc1ccc(COC(=O)c2ccc3c(c2)OCO3)cc1	i	-20
Cc1cc2cc(CNC(=O)NC3CCCCC3)ccc2n1C	i	-11
C=C(C)C(=O)Nc1ccc2c(c1)OCCOCCOCCO2	i	-12
CCOc1ccc(S(=O)(=O)NCCC(=O)NCc2ccccn2)cc1	i	-2
COc1ccccc1C(=O)Nc1ccc2c(C)cc(=O)oc2c1	i	-24
COc1cccc(-c2nnc(-c3ccccc3NC(=O)c3ccc(C(C)(C)C)cc3)o2)c1	i	-10
Cc1nnsc1NC(=O)OCc1ccc(C(F)(F)F)cc1	i	-8
CSc1ncccc1C(=O)Nc1ccc2c(c1)OCCO2	/	2
CC(=O)Nc1nc(=O)c2ccccc2s1	i	5
COc1ccccc1NC(=O)N1CCN(CCc2ccccc2)CC1	i	-12

7 entries drawn at random from those above, as already listed:
SMILES	CHT allo act	OX1R antagonist
COc1ccccc1NC(=O)N1CCN(CCc2ccccc2)CC1	i	-12
CC1(C)CC2(CCO1)N1CC3(C)CN2CC(C)(C1)C3O (configuration not stated)	i	-18
N#Cc1ccc(COC(=O)c2ccc3c(c2)OCO3)cc1	i	-20
Cc1cc2cc(CNC(=O)NC3CCCCC3)ccc2n1C	i	-11
CN(CC(=O)Nc1ccccc1Br)C(=O)c1ccccc1-c1nc2ccccc2s1	i	3
C=C(C)C(=O)Nc1ccc2c(c1)OCCOCCOCCO2	i	-12
Cc1nnsc1NC(=O)OCc1ccc(C(F)(F)F)cc1	i	-8

Going on with the list:
SMILES	CHT allo act	OX1R antagonist
COc1cc(CNCc2ccccc2)c(Br)cc1OC1CCCC1	i	-19
CCOc1ccc(NC(=O)c2ccncc2)cc1	i	-2
O=C(Cc1ccc(S(=O)(=O)N2CCOCC2)s1)N1CCN(c2ccc(C(F)(F)F)cc2[N+](=O)[O-])CC1	i	-16
O=C(NCc1cccnc1)NC1(C(F)(F)F)Oc2ccccc2O1	i	-12
COc1ccc(N(C)C(=O)C2CCN(S(=O)(=O)c3cccc4nsnc34)CC2)cc1	i	-5
Cc1nn(C)c2ncc(C(N)=O)c(Oc3ccc(Cl)cc3)c12	i	0
O=C(CSc1ncn[nH]1)Nc1nsc(-c2ccccc2)n1	i	0
CCOC(=O)C1C(=O)NC(SC)=C(C#N)C1c1ccccc1F (configuration not stated)	i	-20
CCc1cc(=O)oc2c(C)c(OCC(=O)NCCCn3ccnc3)ccc12	i	-10
O=C1NC[C@@H](c2ccccc2)OC(=O)[C@@H](Cc2ccc(F)cc2)C/C=C\C[C@@H]1CC(=O)N(CCO)Cc1ccccc1	/	-11
Cc1ccc(S(=O)(=O)Nc2ccc(F)cc2)cc1C(=O)N1CCOCC1	/	-27
O=C1CCC([N+](=O)[O-])C(c2ccc(Br)cc2)N1 (configuration not stated)	i	14
O=C(NCc1cn2ccccc2n1)c1ccccc1	i	4
O=C(NCCN1CCOCC1)c1ccc(CS(=O)(=O)c2ccc(Cl)cc2)o1	i	-20
COCCCNC(=O)CCCn1c(=O)c2ccccc2n(CC(=O)Nc2c(C)cccc2C)c1=O	i	-16
CCc1ccc(CC)c(S(=O)(=O)Nc2ccc(C(=O)O)c(O)c2)c1	i	-10
CCOc1cc(/C=N/NC(=O)COc2ccc(Cl)cc2)ccc1OS(=O)(=O)c1ccccc1	i	7
Cc1ccc(-c2cc(NC(=O)CCl)n(-c3ccccc3)n2)cc1	i	-13
O=C(O)c1ccc2nc(C(F)(F)F)[nH]c2c1	i	0
Oc1c(Cl)cc(Cl)cc1/C=N/c1ncn[nH]1	i	9
OC(CNCCc1ccccc1)c1ccccc1 (configuration not stated)	i	-22
CN(c1ccccc1)S(=O)(=O)c1cccc(NC(=O)CC(C)(C)C)c1	i	-20
CC(OC(=O)CCC(=O)c1ccccc1)C(=O)Nc1ccc(F)cc1 (configuration not stated)	i	-19
COCCN(C(=O)CSc1nc2ccccc2o1)c1c(N)n(Cc2ccccc2)c(=O)[nH]c1=O	/	5
Cc1ccc(NC(=S)NNc2ccc(C(=O)O)cc2[N+](=O)[O-])cc1C	i	6
O=C(CCC1CCCC1)NNC(=O)c1cc2ccccc2cc1O	i	-14
C=CCOc1c2ccc(C(=O)NCc3ccccc3OC)cc2nn1C	i	-20
O=C(CN1CCN(S(=O)(=O)/C=C/c2ccccc2)CC1)Nc1ccccc1N1CCOCC1	i	-35
Cc1nc(=S)c2ccccc2[nH]1	i	-10
O=C(Nc1ccc(F)cc1)c1cccnc1	i	10
O=C(CCNC(=O)Cn1ccc2ccccc2c1=O)NCCc1ccccc1Cl	i	-29
CC(Sc1nnc(CN2CCCC2)n1Cc1ccccc1)C(=O)Nc1ccccc1 (configuration not stated)	/	-28
Cc1cccc(NC(=O)c2onc3c2CCCC3)n1	i	-19
COc1cccc(NC(=O)CSc2nnc(NC(=O)C3CC3)s2)c1	i	-23
CN(C)c1ccc2c3c(ccc(N(C)C)c13)C(=O)OC2	7.3*	-19
CCN(CC1CCCN(CCc2cccc(F)c2)C1)C(=O)c1ccc(CSC)o1 (configuration not stated)	i	-13
Cc1cc(OC(C)C(=O)NCCCN2CCCC2=O)c2c(C)c(C)c(=O)oc2c1 (configuration not stated)	i	-25
N=c1c2c(-c3ccccc3)c(-c3ccccc3)oc2ncn1CCN1CCOCC1	i	-19
COc1ccc(CN(CC(=O)NCc2ccccc2)C(=O)CCC(=O)Nc2cc(C)ccn2)cc1	i	-24
COC(=O)Cn1c(O)c(N=NC(=O)CNC(=O)c2ccc3c(c2)OCCO3)c2ccccc21	i	-14
O=C(NCC(F)(F)F)c1ccc(S(=O)(=O)N2CCN(C(=O)C3CCCO3)CC2)cc1 (configuration not stated)	/	-7
CCOC(=O)c1ccc(NC(=O)C(CC)(CC)C(=O)OCC)cc1	i	-27
COc1ccc(CC(=O)N2CCC(c3ccccc3)C2)cc1 (configuration not stated)	i	-38
COC(=O)c1[nH]c2cc(OC)ccc2c1NC(=O)CN1CCN(c2cccc(C)c2)C(C)C1 (configuration not stated)	i	-17
COc1cc(CN(C)CCc2ccccn2)cc(OC)c1OC	i	-3
O=C(Nc1ccc(Cc2ccncc2)cc1)C1CCC(N2C(=O)C3CCCCC3C2=O)CC1 (configuration not stated)	i	-31

Screening results from PubChem BioAssay.
